USP2a inhib – USP2a (human) protease inhibition; USP2a enzymatic assay, qHTS inhibition; O75604; actives 0.1% (n = 60,000); Potency, µM (doses to about 38.3 µM), without a hit: at the highest dose activity change, negative = inhibition, hits mostly inhibitors;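 further: potency means the concentration at half of the fitted maximal effect; nearly all actives have a fitted effect of over 60% in size; plate controls were DMSO for no effect and NEM full inhibition control for full effect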
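20 nM USP2 core + cpd, 30 min RT; add 20 nM Ub-PLA2/20 uM NBD C6-HPC; read Ex460/Em535 at 0 h and 2.5 h. Normalized to NEM; qHTS curve fit/classification.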
UbGFP stabilizer – ubiquitin-GFP accumulation via proteasome inhibition. AID 526. Potency, µM (highest dose often 45.9 µM), for inactives: top-dose activation (GFP accumulation), usual class: activators. 67,000 tested, under 10 active. Ubiquitin-GFP reporter cells, proteasome inhibition, GFP fluorescence; response scale: untreated = 0%, 10 µM MG-132 = 100%; active means well fitted activation curve with a large enough effect, not every such curve was filed as active; inconclusive means small, poorly fitted or top-dose-only effect, or another doubt; inactive means no such curve, though single readings can be large or run the other way; further: potency means the concentration at half of the fitted maximal effect
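U2OS cells stably expressing ubiquitin(G76V)-GFP, seeded overnight in 0.5% FBS medium, were exposed to compounds (qHTS, 46 uM to 2.9 nM) for 4 hr at 37 °C. GFP-positive cells were counted by laser cytometry (488 ex/515 em), normalized between basal and 10 uM MG-132.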
Fluorescein fluor – compound fluoresces in the fluorescein spectral region. Compound autofluorescence, 480/540 nm, fluorescein-equivalent; hits give high values. max fluorescein-equivalent concentration, M. actives 0.91% (n = 59,000); in the data active means max fluorescein-equivalent concentration above about 10 nM; inconclusive means between about 1.1 nM and that limit
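Compounds were pin-transferred into 100 mM Tris buffer, pH 8.0, and incubated 15 min at room temperature. Fluorescence was read at 480 nm excitation/540 nm emission. Signals were normalized to an on-plate six-point fluorescein standard curve as dye-equivalent concentration.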
Casp7 inh – caspase-7 (human) inhibition, allosteric or competitive | recombinant caspase-7, Ac-DEVD-AFC fluorescence rate | actives 0.02% (n = 75,000) | AID 889 | Potency, µM (doses to about 57.5 µM), for the others: at the top dose activity change, negative = inhibition, most hits filed as inhibitors; active means well fitted inhibition curve with a large enough effect in the main read-out, with a control signal flat, not every such curve was filed as active; inconclusive means small, poorly fitted or top-dose-only effect, or a change in a side signal; further: potency means the concentration at half of the fitted maximal effect; % of control where 0% means no effect
BRCT PPI red – BRCT-phosphoprotein interaction inhibition (red fluorophore); P38398; BRCT-phosphopeptide binding, red fluorescence polarization; Potency, µM (titrated, usually from 76.9 µM), for the others: at the highest dose activity change, negative = inhibition, usual class: inhibitors; actives 0.03% (n = 75,000); further: on the % scale 0 is the no-effect control and ±100 the full control effect
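Rhodamine-labelled pBACH1 10-mer (100 nM) bound to BRCT domain (100 nM) at pH 7.3; compounds incubated 12 min room temperature, polarization read. Free peptide defines full inhibition; unlabelled decapeptide titrated as control.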
4MU fluor – compound fluoresces in the 4-MU spectral region; compound autofluorescence, 340/450 nm, 4-MU equivalents; hits give high values; max dye-equivalent concentration, M; actives 11% (n = 59,000); AID 589; in the data active means max dye-equivalent concentration above about 10 nM; inconclusive means mostly about 1.1 nM to 9.6 nM
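Compounds in 100 mM Tris, pH 8.0, sat 15 min at room temperature before fluorescence was read at 340 nm excitation/450 nm emission; a per-plate six-point 4-MU standard curve converted signals to dye-equivalent concentration at each compound concentration.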
GFP derepression – epigenetic modulators derepressing GFP locus in mouse cells | Potency, µM (series often up to 46.1 µM), for inactives: at the highest dose GFP derepression (activation) | AID 597 | mouse C127i GFP locus derepression, cytometry, 30 h | actives 0.09% (n = 68,000); further: % of control where 0% means no effect
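Read-out is the number of GFP-positive cells, scored as fluorescent objects 20 to 120 um wide, reflecting derepression of a silenced CMV-GFP reporter in murine C127i cells after 30 h compound exposure at 37 C.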
Caspase-1 inhib – allosteric or competitive inhibitors of human caspase-1. Caspase-1 enzyme, Ac-WEHD-AFC fluorogenic rate. actives 0.03% (n = 75,000). AID 900. P29466. Potency, µM (highest dose often 57.5 µM), without a hit: at the highest dose activity change, negative = inhibition, hits mostly inhibitors;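 further: potency means the concentration at half of the fitted maximal effect; plate controls were vehicle for no effect and no substrate for full effect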
BRCT PPI green – inhibitors of human BRCA1 BRCT-phosphoprotein interaction (green fluorophore); P38398; Potency, µM (titrated, usually from 76.9 µM), for inactives: top-dose activity change, negative = inhibition, most hits filed as inhibitors; actives 0.05% (n = 75,000); AID 875; BRCA1 BRCT-phosphopeptide binding, green fluorescence polarization;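 further: potency means the concentration at half of the fitted maximal effect; plate controls were peptide without protein for full effect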
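Fluorescence polarization: His-tagged BRCT (~35 kDa BRCA1 C-terminus, 250 nM) bound to 100 nM fluorescein-labeled phosphorylated 10-aa BACH1 peptide, pH 7.3 phosphate buffer with DTT and Tween 20. Compounds incubated 12 min at room temperature; inhibition read as lowered polarization.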
A350 fluor – compound fluoresces in the Alexa 350 spectral region; Compound autofluorescence, 340/450 nm, Alexa 350 dye-equivalents; hits give high values; max dye-equivalent concentration, M; actives 11% (n = 59,000); AID 590; in the data active means max dye-equivalent concentration above about 10 nM; inconclusive means mostly about 1.1 nM to 9.6 nM
HEK293 cAMP cs – raises cAMP in parental HEK293 cells, TSHR agonist counter-screen | Potency, µM (series often up to 57.1 µM), for the others: top-dose activation, most hits filed as activators | actives 2.5% (n = 73,000) | parental HEK293 CNG cAMP sensor, membrane potential fluorescence; further: potency means the concentration at half of the fitted maximal effect; % of control where 0% means no effect; nearly all actives have a fitted effect of over 55% in size
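Parental HEK 293 cells stably expressing a cAMP-gated CNG channel were loaded with membrane potential dye containing 100 uM RO 20-1724 for 60 min. Compound added for 30 min; depolarization read as fluorescence intensity at 590 nm.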
* marks the source's active call; other numbers are inactive results; i = inactive; u = inconclusive; x = not tested or not shown; & = joins results of further samples; [ ] = another dose, or the depositor's remark. Unless noted, the call rests on the fitted dose curve; in most records, active means well fitted curve in the direction sought with a large enough effect; inconclusive means small, poorly fitted or top-dose-only effect, or another doubt; inactive means no such curve, though single readings can be large; an effect the other way counts as inactive or inconclusive.

SMILES	USP2a inhib	UbGFP stabilizer	Fluorescein fluor	Casp7 inh	BRCT PPI red	4MU fluor	GFP derepression	Caspase-1 inhib	BRCT PPI green	A350 fluor	HEK293 cAMP cs
COc1ccc(OCC(O)Cn2c(=N)n(Cc3ccccc3)c3ccccc32)cc1 (stereo not drawn)	12%	-5%	i	1%	-1.4%	i	1%	2%	0.1%	i	-39%[inhibitor]
CCCN1C(=O)NC2(O)C(=O)c3ccccc3C12O (stereo not drawn)	x	0%	i	0%	-0.6%	i	-4%	1%	-1.8%	i	12%
Cn1cc(Cl)c(C(=O)N2CCN(c3ncccn3)CC2)n1	-4%	-4%	i	0%	0.4%	i	1%	1%	-1.2%	i	0%
CCOC(=O)CSc1nnc(-c2ccc(S(=O)(=O)N3CCC(C)CC3)cc2)o1	14%	0%	u	0%	2.9%	i	-2%	-1%	-1.1%	i	-11%
CCOc1ccc(S(=O)(=O)Nc2ccc(Cl)cn2)c(C)c1C	-3%	-1%	u	1%	1.0%	1.1e-07M*	0%	-6%	1.2%	1.6e-07M*	20%
Cc1ccc(C(C)NC(=O)c2ccco2)cc1C (stereo not drawn)	x	x	x	0%	0.9%	x	x	-3%	-0.3%	x	-1%
CC(C)(C)Nc1c(N)c(=O)oc2ccccc12	6%[7.66 µM]	-5%[9.17 µM]	x	2%	-0.2%	x	-2%	1%	-0.7%	x	6%[11.4 µM]
COc1cc(C2/C(=C(\O)c3cc(C)ccc3C)C(=O)C(=O)N2CCN(C)C)ccc1O (stereo not drawn)	6%	-3%	u	0%	0.4%	i	-2%	-1%	-1.1%	i	6%
COc1ccc(Cl)cc1Nc1cc(C)nc2nc(C)nn12	x	-3%	x	0%	0.1%	x	2%	2%	2.8%	x	u
Clc1ccccc1-c1nnc2sc(-c3ccncc3)nn12	x	-4%	x	0%	-1.0%	x	x	-2%	-3.0%	x	4%
Cn1c(=O)c2[nH]c(C3CCCC3)nc2n(C)c1=O	-1%&-4%	-2%	i	2%&0%	-3.4%&-5.0%	i	-1%	1%&5%	0.8%[3.08 µM]	i	8%
Nc1nc2c(nc(Br)n2C2OC(CO)C(O)C2O)c(=O)[nH]1 (stereo not drawn)	-13%	x	x	0%	0.8%	x	x	1%	-0.4%	x	x
CC(=O)N1CCN=C1SCc1ccc(F)cc1	x	6%	x	-1%	-1.4%	x	0%	-4%	-1.9%	x	-1%
Cc1cccc(NC(=O)CCn2nc(C)cc2C)c1	5%	-10%	u	1%	0.4%	i	0%	0%	-2.0%	i	1%
Cn1c(=O)[nH]c(=O)c2c1nc(SCCN1CCCCC1)n2Cc1ccccc1	42%[activator]	2%	i	0%	-0.8%	i	-1%	0%	-1.8%	i	u
O=C(CN1C(=O)C2(OCCO2)c2ccccc21)c1ccc(F)cc1	6%	5%	i	-1%	1.1%	i	2%	-1%	-0.7%	i	15%
COc1cc(NS(=O)(=O)c2cccc3nsnc23)c(C(=O)O)cc1OC	0%	-5%	i	1%	0.7%	i	0%	1%	-3.3%	i	28%
O=C(Nc1ccc(Br)c(Cl)c1)c1ccco1	0%	-7%	i	0%	-0.3%	i	-3%	-2%	0.9%	i	-1%
CCN1C(=O)c2ccccc2S(=O)c2ccc(C(=O)NCCCN3CCCC3=O)cc21 (stereo not drawn)	x	20%	x	0%	0.8%	x	-5%	-2%	-1.3%	x	1%
CS(=O)(=O)Nc1cccc(C(=O)CC2(O)C(=O)Nc3ccc(Br)cc32)c1 (stereo not drawn)	1%	-5%	i	2%	0.1%	i	0%	0%	0.5%	i	-2%
CCOC(=O)N/N=C1/C[C@@H](O)[C@@H](O)[C@@H]2[C@@H]3C(=O)N(CC)C(=O)[C@H]3CC[C@H]12	x	x	x	2%[11.5 µM]	2.4%[15.4 µM]	x	x	0%[11.5 µM]	0.4%[15.4 µM]	x	3%[11.4 µM]
Cc1ccc(Nc2nc(Oc3ccc(=O)[nH]n3)nc(N(C)C)n2)cc1	12%	6%	i	-4%	-0.3%	i	0%	0%	-0.7%	i	-4%
COc1ccc(-c2coc3cc(O)ccc3c2=O)c(OC)c1	4%	x	x	-4%	1.5%	x	x	2%	0.3%[3.08 µM]	x	x
O=c1c2ccccc2nc2n1-c1ccccc1CCC2	-2%	1%	i	-1%	2.3%	i	4%	-1%	-2.2%	i	3%
Cc1coc(C)c1C(=O)CC1(O)C(=O)Nc2cc(Cl)cc(Cl)c21 (stereo not drawn)	3%	-5%	i	-7%	-0.4%	1.6e-07M*	3%	-7%	1.2%	1.7e-07M*	15%
O=C(O)c1ccc(N2CCCCCC2)c(N2C(=O)c3ccccc3C2=O)c1	-14%[7.66 µM]	27%[9.17 µM]	x	-1%	0.2%	x	-2%	-3%	-2.4%	x	10%[11.4 µM]
CCN1CCN(Cc2c(O)ccc3c(=O)c(-c4ccc(OC)c(OC)c4)c(C(F)(F)F)oc23)CC1	7%[7.66 µM]	5%[9.17 µM]	x	-8%	0.0%	x	0%	-9%	-2.9%	x	2%[11.4 µM]
C[C@@](N)(/C=C\c1ccccc1)C(=O)O	x	8%[9.17 µM]	u	0%[11.5 µM]	0.1%[15.4 µM]	i	2%[9.22 µM]	0%[11.5 µM]	0.0%[15.4 µM]	i	6%[11.4 µM]
Cc1noc(C)c1CSCC(=O)OCC(=O)N1CC(=O)Nc2ccccc21	5%	-4%	u	0%	-0.6%	i	3%	1%	-2.3%	u	3%
COc1ccc(OCc2nnc3n2N=C(c2ccc(OC)cc2)CS3)cc1	x	6%	x	-3%	-0.4%	x	x	-2%	-0.6%	x	u
COc1cccc(-c2noc(N)c2C#N)c1	-2%	1%	u	-2%	-0.5%	i	-6%	2%	2.8%	i	6%
CCc1nnc(NC(=O)CSc2nnc(CNc3ccc(Cl)cc3)o2)s1	4%	2%	u	-3%	0.8%	1.7e-08M*	0%	-3%	-0.4%	2.1e-08M*	8%
CCCn1c(=O)c2ccccc2n2c(SCN3C(=O)c4ccccc4C3=O)nnc12	-1%	2%	u	0%	0.2%	i	-1%	1%	-1.3%	i	15%
Cc1ccc(-c2nn(-c3ccccc3)cc2C(=O)N2CCOCC2)cc1	11%	-17%	x	-1%	-0.8%	x	2%	0%	-3.1%	x	-5%
O=C(CN1C(=O)NC2(CCCCCC2)C1=O)c1ccc2c(c1)OCCO2	20%	-1%	u	-3%	-2.2%	i	1%	1%	-1.4%	i	10µM*
Cc1occc1-c1nnc(SCC(=O)N2CCOCC2)n1CCc1ccccc1	3%	0%	i	0%	0.0%	i	2%	1%	-0.4%	i	5%
CCOc1cc(N2CCOCC2)c(OCC)cc1NC(=O)CCS(=O)(=O)c1ccc(Cl)cc1	12%	0%	i	0%	-0.7%	i	0%	-4%	-1.1%	i	0%
Cn1c(Cn2cnc3ccccc32)nnc1SCC(=O)CC(=O)Nc1ccccc1	0%	-5%	i	-3%	-1.2%	i	-4%	-3%	2.2%	i	-6%
O=C(CN1C(=O)COc2ccccc21)N1CCCc2ccccc21	x	6%	i	4%	0.4%	i	-3%	1%	1.1%	i	11%
CC(C)(C)NC(=O)Cn1c(=O)oc2ccc(Cl)cc21	x	6%	x	-1%	1.3%	x	2%	2%	-0.6%	x	15%
CCCn1c(SCCN2C(=O)c3ccccc3C2=O)n[nH]c1=O	-6%	-1%	i	2%	-0.4%	i	-2%	-2%	-1.0%	i	9%
CC1=C(C(=O)Nc2ccccn2)C(c2ccccc2)n2ncnc2N1 (stereo not drawn)	x	x	x	1%	-1.7%	x	x	-2%	2.6%	x	6%
COc1cccc(/C=N/n2c(C)nc3ccccc32)c1OC	11%	x	i	-2%	-0.3%	i	2%	-3%	-1.4%	i	16µM*
C=CCNC(=O)c1ccc(OC)cc1OC	0%	4%	i	1%	-0.2%	i	0%	2%	-0.3%	i	12%
COc1ccc2c(-c3ccccc3)cc(N3CCOCC3)nc2c1	-14%	-4%	u	4%	-1.3%	3.3e-07M*	1%	-7%	-2.2%	4.3e-07M*	u
O=C(NCc1cccs1)c1nc2ncccn2n1	-6%	1%	i	0%	-2.0%	i	-3%	-1%	-1.7%	u	26%
O=C(Cn1nnc(-c2cccc(C(F)(F)F)c2)n1)NC(=O)NCc1ccco1	11%	1%	i	-4%	-0.3%	i	-2%	0%	-0.8%	i	u
Cc1cccc(-n2nc3c(c2NC(=O)c2ccc(Br)o2)CSC3)c1C	35%[activator]	-1%	i	-2%	-0.6%	i	9%	-1%	0.7%	i	u
CCCc1nc2c(nnn2Cc2ccccc2)c(=O)[nH]1	-2%	3%	i	1%	0.3%	i	0%	1%	0.6%	i	2%

A portion of the library; count on the stated rates, not on these rows.
